hcGAS inh: inhibitors of human cGAS. recombinant h-cGAS, ATP depletion, Kinase-Glo luminescence. AID 1259398. inhibition, % at 12.5 µM. actives 0.081% (n = 290,000);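 further: 0% = vehicle reaction and 100% = reaction without DNA for no activity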
Target sequence (Q8N884 whole entry, looked up): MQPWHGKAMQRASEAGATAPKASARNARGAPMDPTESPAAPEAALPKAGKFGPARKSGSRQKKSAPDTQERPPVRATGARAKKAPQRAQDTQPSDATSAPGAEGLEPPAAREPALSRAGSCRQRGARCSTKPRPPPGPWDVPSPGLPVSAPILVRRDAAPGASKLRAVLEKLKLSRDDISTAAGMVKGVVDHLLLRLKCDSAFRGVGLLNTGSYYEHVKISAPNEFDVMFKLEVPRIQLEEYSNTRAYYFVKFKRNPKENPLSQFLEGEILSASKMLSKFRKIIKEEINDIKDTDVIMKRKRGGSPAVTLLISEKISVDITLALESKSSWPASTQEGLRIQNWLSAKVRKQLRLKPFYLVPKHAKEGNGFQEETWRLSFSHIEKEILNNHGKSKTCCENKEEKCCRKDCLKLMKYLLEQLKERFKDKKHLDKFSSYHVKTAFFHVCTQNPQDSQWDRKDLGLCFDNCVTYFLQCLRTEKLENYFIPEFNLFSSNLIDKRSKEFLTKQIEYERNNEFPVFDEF
NPYLR7 ag: mosquito NPYLR7 agonism; AID 1259423; HEK293T NPYLR7/Galpha15, GCaMP6s calcium fluorescence; activation, % at 10 µM; actives 0.15% (n = 270,000); in the data active means activation above about 40%;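 further: 0% = vehicle and 100% = reference agonist at the receptor; some compounds past the cut are filed as inactive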
mcGAS lum: mouse cGAS inhibition by luminescence. Q8C6L5. AID 1259399. recombinant cGAS, Kinase-Glo ATP depletion luminescence. actives 0.15% (n = 160,000). inhibition, % at 12.5 µM;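 further: 0% = negative control wells and 100% = reference inhibitor with no enzyme activity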
* = called active by the depositor; · = not tested or not shown; & = joins results of further samples. Unless noted, no stated cut-off is given here; in the data, active means inhibition above about 40%; inactive means the rest.

SMILES	hcGAS inh	NPYLR7 ag	mcGAS lum
COc1ccc(CN2CCNC(=O)C2CC(=O)NCc2ccoc2)c(F)c1 (stereo unspecified)	0.3	2.3	-13.3
CN1C(=O)NC(c2cccc(OCc3ccccc3)c2)C2=C1CN(Cc1ccccn1)C2=O (stereo unspecified)	-4.6	9.6	-4.4
O=C1C(C(c2ccccc2)N2CCc3ccccc3C2)Sc2ncnn21 (stereo unspecified)	6.9	5.2	-0.4
C/C(C=NNC(=O)c1cc(C)nc2ccccc12)=C/c1ccc(C(C)C)cc1	-6.8	4.9	-3.5
O=C(CCc1ccccc1)N1CCC(c2nc(-c3ccccc3F)no2)CC1	-3.1	-1.9	-3.7
O=C(CSc1nnc(NCCc2ccccc2)s1)N1CCCC1	-7.5	-0.4	·
CCC(=O)N1CCN(C(=O)c2cn(CCOC)cc3c(=O)n(-c4ccccc4)nc2-3)CC1	-7.6	-1.4	-7.5
CN1CC2(CCN(C(=O)c3cc4c(s3)CCCCC4)C2)OC1=O (stereo unspecified)	-9.1	4.6	·
Cc1ccc(-c2nc(C=Nc3ccc(C)c(Cl)c3)c(O)o2)cc1	-5.0	-4.7	·
Cn1nnc2c(=O)n(CC(=O)NCc3ccc4c(c3)OCO4)cnc21	-4.1	0.5	·
COCCNC(=O)Cn1nc2c(c1NC(=O)c1cc3ccccc3o1)CSC2	2.2	-3.4	10.8
CC1C(=O)N(c2cccc(F)c2)CCN1C(=O)Cc1ccccc1 (stereo unspecified)	-3.6	-1.7	-4.2
COc1ccc(NC(=O)c2c(C)c(C)c(C)n2Cc2cccc(F)c2)cc1	-4.1	32.3	-4.3
Cc1ccc(-n2nnnc2SCC(=O)NCc2ccco2)c(C)c1	-4.1	7.7	·
CN(CC(=O)OC(C)(C)C)C(=O)c1cc(-c2ccco2)[nH]n1	-2.4	4.8	·
COC(=O)Cn1c(=NC(=O)COc2ccccc2)sc2cc3c(cc21)OCCO3	-8.6	1.0	-7.5
CN(Cc1nc(-c2ccc3c(c2)OCO3)no1)CC1COc2ccccc2O1 (stereo unspecified)	3.0&-5.9	6.3&0.8	-8.1
COc1ccc(C(C#N)N2N=C(C)CC2(C)C)cc1OC (stereo unspecified)	-10.7	3.0	·
O=C1CCC(C(=O)N2CCC(Cn3ccnc3)CC2)CN1CCCN1CCOCC1 (stereo unspecified)	-6.0	0.7	-9.9
O=C(NCCNC(=O)[C@H]1CCCN1C(=O)COc1ccccc1)c1ccc(F)cc1	0.8	0.9	-2.5
O=C(C=Cc1ccco1)OCn1nnc2ccccc2c1=O	-6.7	-2.0	·
CC1=C(C(=O)N2CCC(CCC(=O)NCc3ccc(F)cc3)CC2)OCCO1	-5.6	20.2	·
Cc1ccc2oc(N3CCSC4CCCCC43)nc2c1 (stereo unspecified)	-12.6	1.6	·
O=C(OCc1cc(-c2ccc3c(c2)OCCO3)on1)c1cnccn1	-4.0	-1.5	·
O=C(c1cccc(F)c1)N(Cc1c(-c2ccccc2)noc1N1CCCC1)CC1CCCO1 (stereo unspecified)	5.0	-4.9	-0.4
COC(=O)CCCCCCC(=O)N1CCN(Cc2cc(=O)c(OCc3ccccc3Cl)co2)CC1	-4.6	0.1	-6.0
CCNc1nnc(SCc2nccn2C(F)F)s1	1.0	2.7	·
COc1cccc(NC(=O)CSc2nc3[nH]ncc3c(=O)[nH]2)c1	-2.8	0.6	·
Cc1n[nH]c(C)c1CCN(C)C(=O)c1cn[nH]n1	-7.7	-0.9	·
COc1cc2c(cc1OC)C(CNC(=O)c1cccc(F)c1)N(C(=O)Nc1ccc(C)cc1)CC2 (stereo unspecified)	-6.0	6.7	-7.0
Cc1ccc(CN2CCNC(=O)C2CC(=O)N(C)Cc2ccsc2)o1 (stereo unspecified)	-8.4	4.1	·
COc1ccccc1CNC(=O)N(C)Cc1ccccc1	-3.9	-0.3	·
CC(c1ccccc1)C(NC(=O)OC(C)(C)C)C(=O)O (stereo unspecified)	-3.4	0.9	-5.2
CCOC(=O)c1cc(-c2cccc(NC(=O)c3ccc(OC)c(F)c3)c2)n(-c2ccccc2F)n1	-4.7	26.4	-7.0
CN1C(=O)N(CCc2ccccc2)C(=O)C12CCN(Cc1ccc(-c3ccccc3Cl)o1)CC2	-3.5	10.3	-15.7
COc1ccccc1NC(=O)CCCN1C(=O)c2cccc3cccc(c23)C1=O	-7.2	16.7	-5.6
COc1ccc(S(=O)(=O)N2CCC(Nc3ccccc3)C2)cc1 (stereo unspecified)	-1.6	1.9	·
CS(=O)(=O)c1ccc(Br)c(S(=O)(=O)N2CCSCC2)c1	1.4	1.4	·
CCCC[P+](CCCC)(CCCC)Cc1ccc(NC(=O)[C@@H](Cc2ccc3ccccc3c2)NC(=NC2CCCCC2)NC2CCCCC2)cc1	2.4	-12.9	·
COc1ccc(C2CCCN2C(=O)CSCc2ccc(Cl)s2)cc1 (stereo unspecified)	-5.1	-0.7	·
CCc1ccc(S(=O)(=O)c2cnc(SCC(=O)NCc3ccccc3)[nH]c2=O)cc1	-1.6	1.2	-5.7
CSCC[C@H](NC(=O)CSc1cc(Cl)ccc1Cl)c1nc2ccccc2[nH]1	-6.7	-4.0	-3.5
Cc1ccc(S(=O)(=O)NC(=O)CSC#N)cc1	-4.5	-10.9	-9.4
O=C(Nc1ccc(F)cc1F)N1CCN(c2ncccn2)CC1	-10.1	13.5	·
CN1CCCC2(CCN(C(=O)c3cccc(-c4ncc[nH]4)c3)C2)C1=O (stereo unspecified)	-9.4	-1.3	·
CCOC(=O)c1ccccc1NC(=O)CSc1ccc(-c2ccccn2)nn1	-4.8	4.8	-6.4
CC1(C(=O)NCC2CC2)CCN1C(=O)C1(c2ccccc2)CC1 (stereo unspecified)	-5.8	2.0	·
O=S(=O)(OC(C1CCCO1)C(F)(F)F)C(F)(F)F (stereo unspecified)	-8.8	-1.6	·
COc1cc(OC)cc(C(=O)NCc2cccc(-c3ncc(-c4ccc(F)cc4)[nH]3)c2)c1	-6.5	14.7	-3.8
CC(=O)NCc1ccc(-c2csc(NC(=O)Cn3cnnn3)n2)s1	0.3	0.8	-0.5
Cc1ccc(OC(C)(C)C(=O)NCC2(N)CCCCC2)c2c1CCC2	-9.0	9.3	·
O=C(Nc1cc(Cl)ccc1F)C1COc2ccccc2O1 (stereo unspecified)	-2.2	-7.8	·
Cc1cc(C)c(S(=O)(=O)N(C)c2ccccc2)cc1C(=O)O	-1.1	-3.0	·
CSc1ncccc1C(=O)Nc1ccc(C23CC4CC(CC(C4)C2)C3)cc1	-7.0	-0.1	-17.1
Cc1cn2c(C(=O)Nc3cc(C(N)=O)ccc3N3CCCC(C)C3)csc2n1 (stereo unspecified)	-7.5	·	-11.3
Clc1ccc2nnc(Nc3ccccc3Cl)n2n1	6.1	0.4	·
CCOc1ccccc1N1CC(c2nc3ccccc3n2CC(C)C)CC1=O (stereo unspecified)	-4.9	1.5	-4.8
COc1ccc(CCNC(=O)CN2CN(c3ccccc3)C3(CCN(C(=O)C(c4ccccc4)c4ccccc4)CC3)C2=O)cc1OC	-11.5	16.3	-7.0
CCN(CC)CCN(C(=O)c1ccnn1C)c1nc2c(OC)ccc(C)c2s1	-6.5	·	-6.8
Cc1c(N=Cc2ccccc2OC(F)F)c(=O)n(-c2ccccc2)n1C	-8.0	-4.1	-5.6

Full records as entered above. Screens in order: hcGAS inh | NPYLR7 ag | mcGAS lum
Profile of `CSc1ncccc1C(=O)Nc1ccc(C23CC4CC(CC(C4)C2)C3)cc1` : -7.0 | -0.1 | -17.1
Profile of `Cc1c(N=Cc2ccccc2OC(F)F)c(=O)n(-c2ccccc2)n1C` : -8.0 | -4.1 | -5.6

(next part)
SMILES	hcGAS inh	NPYLR7 ag	mcGAS lum
O=C(CSc1ccc(-c2ccc(-n3cccn3)cc2)nn1)Nc1ccccc1F	-5.6	-9.1	-8.4
CCOc1ncccc1CN1CCC(C(=O)NN(C)c2ccccc2)CC1	-3.2	-13.9	-5.0
N#Cc1ccnc(SCC(=O)NCc2cccnc2)c1	-9.3	11.9	-16.4
COCCN1Cc2sccc2N(CC(O)COc2ccccc2)CCC1=O (stereo unspecified)	-6.2	7.6	-1.4
CN(Cc1ccccc1)C1CCCN(C(=O)CCc2c[nH]c3ccccc23)C1 (stereo unspecified)	-0.2	0.3	·
CCOc1nc(-c2cccc(F)c2)n(-c2ccc(NC(=O)c3ccc(Cl)cc3)cc2)n1	-5.4	21.6	-4.7
CN(C(=O)NCc1ccccc1)C(c1ccccc1)c1ccc(F)cc1 (stereo unspecified)	0.4	-2.1	·
CC(=O)c1ccc(-c2ccc(/C=C3\SC(=Nc4ccccc4Cl)NC3=O)o2)cc1	-3.2	-0.1	·
CC(C)c1nnc(SCC(O)c2ccc(F)cc2)n1C1CC1 (stereo unspecified)	-3.9	2.4	·
Nc1cc(=O)[nH]c(SCc2cc(=O)oc3ccc4ccccc4c23)n1	-3.7	6.7	·
Cc1cccc(Cc2nnc(CCC(=O)N(C)C(C)c3ccc4c(c3)OCCO4)o2)c1 (stereo unspecified)	-3.9	0.7	·
CN1CCN(/N=C2/C=C(c3ccccc3)C(O)(c3ccccc3)C2)CC1 (stereo unspecified)	0.1	-2.9	-1.3
COC(=O)CN(C)Cc1cc2ccc(OC)cc2[nH]c1=O	-5.9	13.3	·
Cc1cc(C)c(CSCc2ccc(C(=O)N3C4CCC3CC(Oc3ccc5c(c3)OCO5)C4)cc2)c(C)c1 (stereo unspecified)	-13.3	3.5	-6.7
CSc1nc(C(=O)N2CCN3C(=O)CN(C)C(=O)C3C2)cs1 (stereo unspecified)	-1.2	-0.8	·
CC1(C)CN(C(=O)/C=C/c2ccc(Cl)c(C(F)(F)F)c2)CCO1	-9.5	11.9	-14.7
COc1ccc(/C=N\n2c(N)c(C(=O)NCC(C)C)c3nc4ccccc4nc32)cc1OC	-5.5	6.2	-10.4
Cc1ccc2oc(-c3ccc(NC(=O)C4CC4)c(C)c3)nc2c1	-9.3	28.6	-7.6
Cc1cc(C(F)(F)F)n2ncc(C(=O)N3CC[C@@H]4CC[C@H](C3)N4C)c2n1	-5.6	6.7	·
COCCN(CC(=O)N(CCc1ccc(OC)c(OC)c1)Cc1sccc1C)S(=O)(=O)c1c(C)cc(C)cc1C	-2.6	-2.0	-3.1

3 entries already listed, sorted by formula weight, rising.
SMILES	hcGAS inh	NPYLR7 ag	mcGAS lum
Nc1cc(=O)[nH]c(SCc2cc(=O)oc3ccc4ccccc4c23)n1	-3.7	6.7	·
Cc1cc(C(F)(F)F)n2ncc(C(=O)N3CC[C@@H]4CC[C@H](C3)N4C)c2n1	-5.6	6.7	·
COc1ccc(/C=N\n2c(N)c(C(=O)NCC(C)C)c3nc4ccccc4nc32)cc1OC	-5.5	6.2	-10.4

The listing picks up, starting two compounds before the break.
SMILES	hcGAS inh	NPYLR7 ag	mcGAS lum
Cc1cc(C(F)(F)F)n2ncc(C(=O)N3CC[C@@H]4CC[C@H](C3)N4C)c2n1	-5.6	6.7	·
COCCN(CC(=O)N(CCc1ccc(OC)c(OC)c1)Cc1sccc1C)S(=O)(=O)c1c(C)cc(C)cc1C	-2.6	-2.0	-3.1
O=C1NCCCCC1SCc1noc(-c2ccc(Cl)cc2)n1 (stereo unspecified)	-8.3&-6.2	2.1	·
Cc1nc2n(n1)C(=O)C(C(c1ccc([N+](=O)[O-])cc1)N1CCOCC1)S2 (stereo unspecified)	-7.2	5.2	·
C=CCNC(=O)c1cncn1-c1ccc(-c2ccc(CCCC)cc2)cc1	-5.1	4.1	-6.4
O=C(c1ccccc1Br)N1CCc2nc(Cc3cccc(F)c3)nc(N3CCOCC3)c2C1	-16.8	-11.9	-5.3
Cc1nn(C)c(C)c1-c1cc(C(=O)N2C[C@H]3C[C@H](O)[C@H](O)C[C@H]3C2)n(C)n1	-2.0	6.8	·
Cc1ccc(OCC(=O)NC2CCc3cnn(C(C)C)c3C2)cc1C (stereo unspecified)	-7.4	20.6	·
Cc1cccc(-c2cnc(C)nc2C2CCCN(C(=O)c3c(F)cccc3F)C2)c1 (stereo unspecified)	-7.1	13.3	-10.5
COc1cc2nc(N3CCN(C(=O)C4CCCO4)CC3)nc(N)c2cc1OC (stereo unspecified)	-0.9&-3.0&-7.5&10.8&-8.8	-0.5&-10.1&0.8&-6.1	-5.1&-3.9
O=C(N1CCCC(C(F)(F)F)C1)C12CC3CC(CC(C3)C1)C2 (stereo unspecified)	5.3	-7.2	-1.2
CCOC(=O)CCC(=O)N1CCN(c2nc(-c3cccc(F)c3)nc(C)c2Cc2ccccc2)CC1	-1.2	2.5	-4.9
COC(=O)C1COCCN1C(=O)c1cccc(S(C)(=O)=O)c1 (stereo unspecified)	-5.7	-0.9	·
COc1cccc(C(=O)N(CC(=O)N(CCc2c[nH]c3ccccc23)Cc2ccc(C(F)(F)F)cc2)C2CC2)c1	-13.9	·	-5.2
CC(=O)c1ccc(NC(=O)c2cc(-c3ccc(C)c(C)c3)nc3ccccc23)cc1	-5.1	0.3	-7.0
CSc1ccc(NC(=O)C2(C)CCN2C(=O)C/C=C/c2ccccc2)cc1 (stereo unspecified)	-7.0	9.7	-4.3
O=C(NC1CCN(c2ccccc2C(=O)N2CCN(c3ccccn3)CC2)CC1)c1ccccc1Cl	-6.6	-2.3	-6.0
COc1ccc(C2=NN(C(=O)CN3CCCCC3C)C(c3cccc(F)c3)C2)cc1 (stereo unspecified)	0.6	-9.2	0.4
CCCCN(CC(=O)N(CCc1c[nH]c2ccccc12)Cc1ccc(Cl)c(Cl)c1)C(=O)c1cccc(F)c1	0.1	7.1	-3.5

An excerpt of the results above:
SMILES	hcGAS inh	NPYLR7 ag	mcGAS lum
O=C1NCCCCC1SCc1noc(-c2ccc(Cl)cc2)n1 (stereo unspecified)	-8.3&-6.2	2.1	·
Cc1nc2n(n1)C(=O)C(C(c1ccc([N+](=O)[O-])cc1)N1CCOCC1)S2 (stereo unspecified)	-7.2	5.2	·
C=CCNC(=O)c1cncn1-c1ccc(-c2ccc(CCCC)cc2)cc1	-5.1	4.1	-6.4
O=C(c1ccccc1Br)N1CCc2nc(Cc3cccc(F)c3)nc(N3CCOCC3)c2C1	-16.8	-11.9	-5.3
